Texas Red fluor: qHTS Assay for Spectroscopic Profiling in Texas Red Spectral Region; Compound fluorescence, Texas Red channel, 547/618 nm; hits give high values; max dye-equivalent concentration, M; 59,000 compounds, 0.06% hits; AID 587, 2007; in the data active means max dye-equivalent concentration above about 10 nM; inconclusive means between about 1.1 nM and that limit
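Texas Red-region profiling: compounds in 100 mM Tris pH 8.0 were read at 547/618 nm after 15 min at room temperature. Intensities were normalized against a six-point Texas Red standard series to give dye-equivalent concentration.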
Fluorescein fluor: qHTS Assay for Spectroscopic Profiling in Fluorescein Spectral Region; Compound autofluorescence, 480/540 nm, fluorescein-equivalent; hits give high values; max fluorescein-equivalent concentration, M; 59,000 compounds, 0.91% hits; AID 593, 2007; in the data active means max fluorescein-equivalent concentration above about 10 nM; inconclusive means between about 1.1 nM and that limit
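Normalized response (dye-equivalent concentration) derives from comparing each well's 540 nm emission, under 480 nm excitation, with plate-resident fluorescein standards. Compounds were held in 100 mM Tris, pH 8.0, for 15 min at room temperature.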
4-MU autofl: qHTS Assay for Spectroscopic Profiling in 4-MU Spectral Region. max dye-equivalent concentration, M. compound autofluorescence, 340/450 nm, 4-MU equivalents; hits give high values. AID 589, 2007. 59,000 compounds, 11% hits; in the data active means max dye-equivalent concentration above about 10 nM; inconclusive means mostly about 1.1 nM to 9.6 nM
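Compounds in 100 mM Tris, pH 8.0, sat 15 min at room temperature before fluorescence was read at 340 nm excitation/450 nm emission; a per-plate six-point 4-MU standard curve converted signals to dye-equivalent concentration at each compound concentration.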
ERK AVP inh: qHTS Assay for Inhibitors of the ERK Signaling Pathway using a Homogeneous Screening Assay | Potency, µM (series often up to 57.5 µM), without a hit: top-dose activity, negative = inhibition, usual class: inhibitors | HEK293-V1b, vasopressin-stimulated pERK AlphaScreen | 72,000 compounds, 0.99% hits; further: potency means the concentration at half of the fitted maximal effect; on the % scale 0 is the no-effect control and ±100 the full control effect; nearly all actives have a fitted effect of over 55% in size
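V1b-HEK293 cells; cpd 30 min 37C; 25 nM vasopressin 5 min; lyse 10 min; AlphaScreen beads 5 hr RT. Normalized to DMSO basal and 25 nM vasopressin; AC50 by Hill fit.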
A350 autofl: qHTS Assay for Spectroscopic Profiling in A350 Spectral Region | Compound autofluorescence, 340/450 nm, Alexa 350 dye-equivalents; hits give high values | 59,000 compounds, 11% hits | AID 590, 2007 | max dye-equivalent concentration, M; in the data active means max dye-equivalent concentration above about 10 nM; inconclusive means mostly about 1.1 nM to 9.6 nM
HEK293 cAMP cs: qHTS Assay for Agonists of the Thyroid Stimulating Hormone Receptor: Activators of Intracellular cAMP Concentrations in Parental HEK 293 | parental HEK293 CNG cAMP sensor, membrane potential fluorescence | Potency, µM (titrated, usually from 57.1 µM), for the others: at the highest dose activation, actives largely listed as activators | 73,000 compounds, 2.5% hits; further: potency means the concentration at half of the fitted maximal effect; % of control where 0% means no effect; nearly all actives have a fitted effect of over 55% in size
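Counterscreen for endogenous-receptor signalling: CNG-channel HEK 293 cells report cAMP rise by membrane depolarization. After 60 min dye equilibration with 100 uM RO 20-1724, compounds incubated 30 min before bottom-read fluorescence at 590 nm.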
Casp1 inh: qHTS Assay for Allosteric/Competitive Inhibitors of Caspase-1 | P29466 | Caspase-1 enzyme, Ac-WEHD-AFC fluorogenic rate | Potency, µM (highest dose often 57.5 µM), inactives show at the highest dose activity change, negative = inhibition, actives largely listed as inhibitors | 75,000 compounds, 0.03% hits;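 further: potency means the concentration at half of the fitted maximal effect; plate controls were vehicle for no effect and no substrate for full effect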
Target sequence (P29466 120-297 limits assumed): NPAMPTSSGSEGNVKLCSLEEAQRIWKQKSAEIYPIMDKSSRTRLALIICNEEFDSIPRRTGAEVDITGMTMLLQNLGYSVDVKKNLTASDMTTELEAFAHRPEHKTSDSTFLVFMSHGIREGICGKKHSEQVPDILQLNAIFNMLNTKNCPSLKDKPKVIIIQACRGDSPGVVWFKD
Target sequence (P29466 317-404 limits assumed): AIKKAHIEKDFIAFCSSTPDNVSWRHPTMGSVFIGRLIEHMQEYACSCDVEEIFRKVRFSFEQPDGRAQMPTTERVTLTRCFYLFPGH
Rhodamine fluor: qHTS Assay for Spectroscopic Profiling in Rhodamine Spectral Region. Rhodamine-region fluorescence, 547/598 nm, Tris buffer; hits give high values. max dye-equivalent concentration, M. AID 594, 2007. 59,000 compounds, 0.05% hits; in the data active means max dye-equivalent concentration above about 11 nM; inconclusive means between about 1.1 nM and that limit
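Read-out is relative fluorescence at 547 nm excitation and 598 nm emission, expressed as dye-equivalent concentration using rhodamine standards on every plate. Each compound was profiled across a concentration series after 15 min in 100 mM Tris, pH 8.0.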
Tau filament bind: qHTS Assay for Tau Filament Binding. Microtubule-associated protein tau (Homo sapiens), P10636. recombinant tau filaments, thioflavin S fluorescence, 15 h; filaments grown with octadecylsulfate alongside compound. Potency, µM (doses to about 57.1 µM), inactives show top-dose activity change, negative = inhibition. 71,000 compounds, 2% hits. AID 596, 2007;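 further: potency means the concentration at half of the fitted maximal effect; on the % scale 0 is the no-effect control and ±100 the full control effect; actives lower thioflavin S fluorescence by blocking filaments or displacing dye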
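Recombinant tau protein (human, 1 uM final) plus 30 uM ODS in HEPES pH 7.4 with NaCl, DTT and thioflavine S. Compound present from the start; fluorescence at 510 nm after 15 h, 37 C.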
Caspase-7 inhib: qHTS Assay for Allosteric/Competitive Inhibitors of Caspase-7. 75,000 compounds, 0.02% hits. Potency, µM (series often up to 57.5 µM), inactives show at the highest dose activity change, negative = inhibition, usual class: inhibitors. recombinant caspase-7, Ac-DEVD-AFC fluorescence rate; active means well fitted inhibition curve with a large enough effect in the main read-out, with a control signal flat, not every such curve was filed as active; inconclusive means small, poorly fitted or top-dose-only effect, or a change in a side signal; further: potency means the concentration at half of the fitted maximal effect; % of control where 0% means no effect
Target sequence (P55210 24-198 limits assumed): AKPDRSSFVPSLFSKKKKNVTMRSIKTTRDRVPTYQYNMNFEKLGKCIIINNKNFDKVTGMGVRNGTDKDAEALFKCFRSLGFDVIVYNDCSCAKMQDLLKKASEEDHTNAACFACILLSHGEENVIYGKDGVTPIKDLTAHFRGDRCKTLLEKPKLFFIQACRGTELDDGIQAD
Target sequence (P55210 207-303 limits assumed): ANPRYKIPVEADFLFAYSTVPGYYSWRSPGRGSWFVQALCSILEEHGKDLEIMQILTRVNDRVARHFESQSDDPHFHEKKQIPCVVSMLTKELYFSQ
Luciferase inh: qHTS Assay for Inhibitors of Firefly Luciferase. purified firefly luciferase, luminescence, 8 min. Luciferin 4-monooxygenase (Photinus pyralis), P08659. Potency, µM (highest dose often 57.1 µM), inactives show at the top dose activity change, negative = inhibition, actives largely listed as inhibitors. 72,000 compounds, 2.2% hits. AID 411, 2009; further: potency means the concentration at half of the fitted maximal effect; on the % scale 0 is the no-effect control and ±100 the full control effect; nearly all actives have a fitted effect of over 40% in size
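Luminescence read-out after 8 min at room temperature; enzyme reaction used luciferin plus 10 uM ATP (linear range) in imidazole buffer pH 7.2 with KCl, MgCl2, Tween 20 and BSA. Each sample was run as a titration.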
Starred values were filed as active, the others as inactive; i = inactive; ? = inconclusive; . = not tested or not shown; [ ] = dose if it differs, or a comment. Unless noted, the call rests on the fitted dose curve; in most records, active means well fitted curve in the direction sought with a large enough effect; inconclusive means small, poorly fitted or top-dose-only effect, or another doubt; inactive means no such curve, though single readings can be large; an effect the other way counts as inactive or inconclusive. An excerpt, so the mix of outcomes need not match the whole.

SMILES | Texas Red fluor | Fluorescein fluor | 4-MU autofl | ERK AVP inh | A350 autofl | HEK293 cAMP cs | Casp1 inh | Rhodamine fluor | Tau filament bind | Caspase-7 inhib | Luciferase inh
CCOC(=O)CN(C(=O)CSc1nnc(-c2ccncc2)n1CCCN(C)C)c1ccccc1 | i | i | 3.9e-08M* | 41%[activator] | 3.5e-08M* | 7% | 2% | i | -10% | 0% | 1%
CC(=O)NC(C)c1nc2ccccc2n1C(C)C (stereo not given) | . | . | . | . | . | 14% | 0% | . | -21% | 1% | 0%
CCn1c(CCNC(=O)c2ccc(Cl)cc2)nnc1SCC(=O)NC1CCCC1 | i | ? | i | -11% | i | 4% | 0% | i | -1% | 1% | 1%
CCC(=O)c1ccc(OCC(O)Cn2cnc3ccccc32)cc1 (stereo not given) | ? | ? | i | -23% | i | 5% | -1% | i | 18% | 0% | 1%
Clc1ccc(-c2ccc(-c3nn4c(-c5ccco5)nnc4s3)o2)cc1 | i | i | 3e-08M* | -23% | 3.2e-08M* | ? | -4% | i | 25µM* | -22% | 0%
COC(=O)c1ccccc1NC(NC(=O)c1ccco1)C(=O)c1ccc(C)cc1 (stereo not given) | . | . | . | 10% | . | 10% | -2% | . | 396% | -1% | -1%
CCOc1ccccc1C(=O)NC1CC2CCCC(C1)N2C1CC1 (stereo not given) | i | ? | i | -4% | i | 10% | 1% | i | 5% | 0% | 0%
CN(Cc1ccco1)c1ncnc2ccc(-c3cccc(NS(C)(=O)=O)c3)cc12 | i | i | ? | ? | ? | ? | -6% | i | 8% | -5% | -1%[2.29 µM]
CC(=O)c1cccc(N(C(=O)c2ccco2)C(C(=O)NC2CCCC2)c2ccncc2)c1 (stereo not given) | i | i | i | 7% | i | 19% | 0% | i | -5% | 1% | 2%
CCCC(C(=O)NCc1ccco1)N(C(=O)CNS(=O)(=O)c1ccccc1)c1ccccc1OC (stereo not given) | i | i | ? | 26% | ? | 25µM* | -1% | i | 1% | 2% | 2%
NC(=O)c1ccc2c(c1)OCCO2 | i | i | i | 2% | i | 3% | -3% | i | -9% | 0% | 2%
CCOC(=O)N1CCC(NCCNC(=O)c2ccccc2)CC1 | i | i | i | -26% | i | 4% | -1% | i | 0% | 2% | 1%
c1csc(-c2nc3ccccc3[nH]2)c1 | ? | ? | i | -11% | ? | 4% | 0% | i | -4% | 0% | ?
O=C(CN1CCN(Cc2ccc3c(c2)OCO3)CC1)Nc1ccc2c(c1)OCCO2 | i | i | i | -16% | i | 9% | 1% | i | 8% | 1% | 0%
CSc1nnc(-c2cnccn2)n1C | i | i | i | -9% | i | 0% | -1% | i | -2% | 1% | 2%
CCN(CC)CCN1C(=O)C(=O)/C(=C(/O)c2c(C)[nH]c(C(=O)OC)c2C)C1c1cccc(OC)c1 (stereo not given) | i | ? | i | . | i | . | . | i | . | . | 0%[25.5 µM]
O=C1OC2(CCCCC2)OC(=O)C1=CNc1nccs1 | i | i | i | 21% | i | -2% | 0% | i | 5% | 0% | 0%
CCc1ccc(C2C3=C(CC(C)(C)CC3=O)Nc3c2c(=O)[nH]c2nc(C)nn32)cc1 (stereo not given) | ? | ? | 2.5e-07M* | -9% | 3.2e-07M* | 26% | -5% | i | 60% | -3% | 4%
CCc1c(C)c2ccc(OCC(N)=O)cc2oc1=O | i | i | ? | -17% | ? | -5% | -2% | i | 6% | -1% | -11%
CCOc1ccc(CN2CCN(c3cc(C)nc4c5c(C)cc(C)nc5nn34)CC2)cc1 | i | ? | 6.4e-07M* | -8% | 6.1e-07M* | 14% | -8% | i | 44% | -7% | -1%
COc1cc2c(cc1OC)C(C(=O)O)C(c1cc(Br)c(O)c(OC)c1)N(C)C2=O (stereo not given) | i | i | i | 37%[activator] | i | 6% | -1% | i | -17% | -3% | -4%
COc1ccc(-c2nc(CSCC(=O)N3CCN(c4cccc(C)c4)C(C)C3)c(C)o2)cc1OC (stereo not given) | . | . | . | ? | . | ? | -4% | . | 112% | -9% | -1%
CCCCc1ccc(Nc2nc(CCC)cc(=O)[nH]2)cc1 | i | ? | i | 0% | i | -5% | -1% | i | 226% | -4% | 5%
CCCn1c(SCC(=O)Nc2c(CC)cccc2CC)nnc1C(C)C | i | i | i | 23% | i | ? | 2% | i | -14% | 0% | 2%
CCOc1ccc(N(C(C)C(=O)Nc2ccc(OC)cc2)S(C)(=O)=O)cc1 (stereo not given) | . | . | . | -5% | . | -3%[11.4 µM] | -2% | . | -23%[11.4 µM] | 1% | 3%

Other results.
SMILES | Texas Red fluor | Fluorescein fluor | 4-MU autofl | ERK AVP inh | A350 autofl | HEK293 cAMP cs | Casp1 inh | Rhodamine fluor | Tau filament bind | Caspase-7 inhib | Luciferase inh
COC(=O)c1c(C)[nH]c(C)c1-c1ccccc1Cl | i | ? | i | -8% | i | 10% | -5% | i | -4% | 2% | 1%
Cc1c(C(=O)Nc2ccccc2N2CCOCC2)sc2nc3n(c(=O)c12)CCC3 | i | ? | i | 2% | i | 9% | -1% | i | 22% | -3% | -1%
COc1ccc(-c2nc(N3CCCC3)[nH]c(=O)c2C#N)cc1 | ? | i | 1e-08M* | -10% | 1.2e-08M* | -7% | -1% | i | 1% | -1% | 3%
COc1ccc2nc3oc(C(=O)N4CCN(c5cccc(Cl)c5)CC4)cc3cc2c1 | ? | i | ? | 7% | ? | 28% | 3% | i | 5% | 0% | 4%
Cc1ccc(S(=O)(=O)N(CCO)Cc2cc3ccc(C)c(C)c3[nH]c2=O)cc1 | i | i | i | ? | i | 22% | -1% | i | 20% | 1% | 6%
Nc1nonc1-c1noc(CCCN2C(=O)c3ccccc3C2=O)n1 | i | i | i | 6% | i | 4% | -1% | i | 5% | 4% | -4%
C[C@@]1(CO)[C@H](O)CC[C@]2(C)[C@@H]1CC[C@H]1C[C@H]3C[C@]12CC[C@]3(O)COC(=O)CN | i | ? | i | 6%[11.5 µM] | i | 4%[11.4 µM] | 2%[11.5 µM] | i | 22%[11.4 µM] | -1%[11.5 µM] | 3%[11.4 µM]
O=C1c2ccccc2C(=O)N1c1ccc(Cc2ccc(N3C(=O)c4ccccc4C3=O)cc2)cc1 | i | i | i | -6%[11.5 µM] | i | 0%[11.4 µM] | -1%[11.5 µM] | i | 0%[11.4 µM] | -2%[11.5 µM] | 4%[11.4 µM]
Cc1noc(C)c1C(=O)N1CCC2(CC1)CN(Cc1cc(C(F)(F)F)cc(C(F)(F)F)c1)C2 | i | i | i | 13% | i | 5% | -1% | i | -11% | -1% | 2%[11.4 µM]
CN(C)Cc1cc(Cl)c(O)c(CN(C)C)c1 | i | i | i | -3%[11.5 µM] | i | 13%[11.4 µM] | -3%[11.5 µM] | i | -2%[11.4 µM] | 0%[11.5 µM] | 2%[11.4 µM]
COC(=O)C[C@@H]1O[C@H]1[C@H](C)[C@@H](OC)C(C)C | . | . | . | 0%[11.5 µM] | . | 5%[11.4 µM] | -10%[11.5 µM] | . | . | -6%[11.5 µM] | 0%[11.4 µM]
CCn1cc(Br)c(C(=O)Nc2cccc(SC)c2)n1 | i | ? | i | ? | i | -7% | -1% | i | -8% | -2% | -23%
CN1CC(=O)N(C)c2nc(Br)n(C)c2C1=O | i | ? | i | -5% | i | 15% | -1% | i | -1% | 1% | 3%
COCCCNC(=O)c1oc2ccc(S(=O)(=O)N(C)C3CCCCC3)cc2c1C | ? | i | i | -21% | i | 29% | 1% | i | -14% | -2% | 3%
Cc1cccc(C(=O)Nc2ccc(CC(=O)O)cc2)c1 | i | i | i | -12% | i | 5% | -2% | i | -1% | 0% | ?
CCOC(=O)c1[nH]c(=O)[nH]c1CSc1nc(C)cc(C)n1 | . | . | . | 10% | . | 0%[11.4 µM] | -1% | . | -2%[11.4 µM] | -1% | 0%
O=C(O)c1cc(-c2ccccc2)n(-c2ccccc2C(=O)O)n1 | i | i | i | 6% | i | 6% | -4% | i | -5% | 1% | -1%
COc1ccc(OC)c(NS(=O)(=O)c2ccc(SC)cc2)c1 | i | i | i | -22% | i | ? | -2% | i | 7% | 0% | 1%
CC(C)(C)n1nnnc1CN1C2CCC1CC(NC(=O)Nc1ccccc1)C2 (stereo not given) | i | i | i | ? | i | 8% | 0% | i | 0% | -3% | 4%
CCOC(=O)C1=C(C)N=c2s/c(=C\c3ccncc3)c(=O)n2C1c1ccc2c(c1)OCO2 (stereo not given) | i | ? | ? | -24% | ? | -7% | -6% | i | -11% | -7% | -3%

Compound activity: PubChem BioAssay, National Center for Advancing Translational Sciences (NCATS)
